Screening data deposited in PubChem BioAssay by Broad Institute.
E-selectin induc: induces E-selectin expression in human endothelial cells; HUVEC E-selectin immunofluorescence imaging; normalized: neutral wells 0, TNF-alpha wells 100; AID 686992; 0.37% of 260,000 active; activation, % at 7.58 µM;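 active means mean E-selectin-positive cell signal at least 10% of the positive control, reached in at least 60% of replicates, without over 20% cell loss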;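 further: in these data hits start at about 27%; measured in HUVEC primary endothelial cells; signal is the percent of cells scored E-selectin positive by PE staining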
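Material: HUVEC primary endothelial cells; Amount: 3,000 cells per well; Dosing: single concentration; Medium: EGM-2 growth medium on 0.1% gelatin-coated wells; Read-out basis: percent E-selectin-positive cells; Signal: immunofluorescence imaging; Control set: TNF-alpha, DMSO.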
RAD52 anneal inh: RAD52 (human) annealing inhibition | P43351 | recombinant RAD52 DNA annealing, FRET fluorescence | inhibition, % at 18.7 µM | 0.46% of 360,000 active;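 active means every replicate showing at least 50% inhibition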
Target sequence (P43351 whole entry, looked up): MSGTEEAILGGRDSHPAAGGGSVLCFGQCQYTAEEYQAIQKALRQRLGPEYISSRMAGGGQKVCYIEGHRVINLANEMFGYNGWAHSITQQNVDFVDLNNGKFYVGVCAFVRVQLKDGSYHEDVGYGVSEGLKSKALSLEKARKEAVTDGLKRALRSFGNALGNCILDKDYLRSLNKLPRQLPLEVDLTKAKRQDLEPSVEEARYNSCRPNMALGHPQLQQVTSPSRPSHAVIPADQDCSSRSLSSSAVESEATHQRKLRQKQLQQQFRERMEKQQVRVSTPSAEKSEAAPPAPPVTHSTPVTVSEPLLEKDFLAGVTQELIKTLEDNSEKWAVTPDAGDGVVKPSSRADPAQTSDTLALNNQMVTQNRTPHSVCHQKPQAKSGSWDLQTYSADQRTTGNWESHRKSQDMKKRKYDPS
EWS-Fli block: inhibitors of EWS/Fli oncoprotein transcriptional activity | AID 651661 | A673 NR0B1-luciferase reporter, viability-normalised | 0.67% of 350,000 active | inhibition, % at 12.6 µM;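 active means mean inhibition of at least 50% after viability correction, with every replicate also passing that limit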;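 further: firefly luciferase signal divided by Alamar Blue viability fluorescence both relative to DMSO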
Xi reactivation: activators of X-chromosome reactivation in mouse fibroblasts; XiGFP mouse fibroblasts, % GFP-positive cells imaging, 3 d; cells co-treated with 5-aza-dC sensitizer; scaled so ellipticine positive control = 100%; activation, % at 7.58 µM; 0.055% of 360,000 active;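 active means mean normalized replicate activation at least 10% and every replicate at or above 10%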;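 further: 0% = median of on-plate neutral control wells and 100% = ellipticine 6 µM median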
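Material: XiGFP fibroblasts, SV40-immortalized. Buffer or medium: DMEM plus 5-aza-dC sensitizer. Compound: single concentration per compound, delivered by pin transfer. Times: 3 days compound exposure. Controls: ellipticine 6 µM.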
FN deposition inh: fibronectin deposition inhibition. AH1F fibroblasts, Alexa488-fibronectin deposition fluorescence, overnight. 0.086% of 350,000 active. inhibition, % at 12.6 µM;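 active means mean inhibition across replicates of 30% or more, regardless of how many single replicates reach that level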;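 further: positive control wells lacked labelled fibronectin entirely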
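Measured by – fluorescence 485/525 nm · System – AH1F fibroblast monolayer, labelled fibronectin deposition · Amount – 10000 cells per well · Buffer or medium – serum-reduced DMEM (2% serum) · Doses – single dose, pinned · Also added – fluorescent fibronectin at 24 nM final · Schedule – 1 h cell attachment, overnight exposure to compound and label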
S100A4 MyoIIA: S100A4-myosin IIA interaction inhibition. P26447. S100A4/TAMRA-MyoIIA peptide fluorescence polarization. inhibition, % at 10.7 µM. 0.14% of 360,000 active. AID 652163;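 active means mean inhibition of at least 70% across replicates, with every replicate also reaching that level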
Target sequence (P26447 whole entry, looked up): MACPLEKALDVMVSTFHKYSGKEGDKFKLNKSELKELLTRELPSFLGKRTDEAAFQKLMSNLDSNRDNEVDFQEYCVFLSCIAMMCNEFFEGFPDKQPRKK
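Assay system: human S100A4 monomer with TAMRA-labelled myosin IIA peptide / Buffer or medium: Calcium-containing HEPES buffer, pH 7.2 / Reagent: TAMRA-labelled myosin IIA heavy-chain peptide probe, 5 nM / Compound: one dose per compound / Timing: polarization read 5 min after assay mix addition, stable 5–60 min / Benchmarks: neutral control DMSO, positive control TFP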
RAD54 inh: inhibitors of human RAD54 branch migration. RAD54 Holliday junction branch migration, FAM/BHQ fluorescence. Q92698. inhibition, % at 10.4 µM. 0.14% of 360,000 active;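 active means mean normalized replicate activity at least 40 and at least half of replicates scoring 40 or more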;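 further: 0% = median of neutral control wells and 100% = median of positive control wells; inhibitors cause a drop in the FAM fluorescence signal; in these data hits start at about 50%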
esBAF inh: blocks esBAF chromatin remodeling in mouse ES cells. Bmi1-luciferase knock-in reporter, 24 h; 100% = twice the neutral-well signal. reporter increase, % at 12.5 µM. 2% of 350,000 active. AID 602393; in the data active means activation above about 40%;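 further: 0% = median of the plate's neutral control wells and 100% = double that signal; a rise in the Bmi1 reporter signal indicates esBAF inhibition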
Numbers without * were called inactive; x = not tested or not shown.

#1 C[C@@H](c1ccccc1)N1C[C@H](COCc2ccccc2)Oc2cc(N3CCC[C@H]3CO)ccc2S1(=O)=O
#2 O=C(CN1C(=O)COc2ccc(S(=O)(=O)N3CCCC3)cc21)NC1CC1
#3 COc1ccccc1NC(=O)N1C[C@@H]2[C@H](c3ccccc31)[C@@H](CO)N2CC1CCCC1
#4 COc1ccc(C(=O)N2CCCC(CCC(=O)N3CCN(c4ccccn4)CC3)C2)cc1 (stereo not given)
#5 COc1ccc(/C=C/C(=O)N/C(=C\c2ccco2)C(=O)NCCc2nc3ccccc3[nH]2)cc1
#6 CC(=O)NN1C(=O)c2ccccc2NC1c1ccccc1F (stereo not given)
#7 CCc1nc(C)cn1S(=O)(=O)c1cc(C)c(OC)cc1C
#8 CCC(=O)Nc1ccc(C(=O)N/N=C/c2c(C)[nH]c3ccccc23)cc1
#9 CCc1ccc(OCCCC(=O)Nc2cccc(C(=O)O)c2)cc1
#10 C/C(=N\NC(=O)C1COc2ccccc2O1)c1ccc(N2CCOCC2)cc1 (stereo not given)
assay / entry	1	2	3	4	5	6	7	8	9	10
E-selectin induc	-0.1	4.1	0.6	-0.7	9.9	-0.2	0.6	0.2	-0.7	7.9
RAD52 anneal inh	-32	-18	8	3	-242	-10	-9	5	-4	-13
EWS-Fli block	10	6	0	-1	-10	1	-6	9	9	0
Xi reactivation	0.1	0.0	0.3	-0.1	0.3	0.0	0.0	0.0	0.0	0.0
FN deposition inh	-4	14	x	2	-3	-2	-2	2	-9	2
S100A4 MyoIIA	-13	-9	6	1	6	4	3	-8	2	1
RAD54 inh	x	-7	4	-5	-4	3	-2	9	-5	x
esBAF inh	x	x	-1	0	-7	1	-9	0	x	x

#11 N#Cc1ccccc1S(=O)(=O)N1CCN(CC(=O)Nc2ccnn2C2CCCC2)CC1
#12 COc1ccc(S(=O)(=O)Nc2ccccc2C(N)=O)cc1OC
#13 COCC#Cc1ccc2c(c1)O[C@H](CN(C)Cc1ccccc1F)[C@H](C)CN([C@@H](C)CO)S2(=O)=O
#14 COC(=O)c1c(-c2cccs2)csc1NC(=O)CSc1ncnc2sc(C)c(C)c12
#15 CO[C@H]1CN(C)C(=O)c2ccc(NC(=O)Nc3ccccc3)cc2OC[C@@H](C)N(C(=O)CN(C)C)C[C@@H]1C
#16 C=CCNC(=O)c1ccccc1SCc1c(C)noc1C
#17 C[C@@H]1CN([C@H](C)CO)C(=O)c2cc(N(C)C)ccc2O[C@@H](C)CCCCO[C@H]1CN(C)S(C)(=O)=O
#18 COc1ccc2c3c(n(C)c2c1)[C@H](CO)N(C)CC31CN(S(=O)(=O)c2cccc(F)c2)C1
#19 CCOc1ccccc1C(=O)Nc1ccc(S(=O)(=O)Nc2nccc(C)n2)cc1
#20 Cc1cc(C(F)(F)F)c(C#N)c(SCC(=O)Nc2nc3ccccc3s2)n1
assay / entry	11	12	13	14	15	16	17	18	19	20
E-selectin induc	-0.3	x	0.0	x	-0.1	x	0.3	-0.2	0.1	x
RAD52 anneal inh	-2	-8	-28	-12	x	-9	-35	-3	-11	-348
EWS-Fli block	-5	4	-2	x	-8	7	6	-2	8	46
Xi reactivation	0.0	0.0	-0.8	x	-0.1	0.2	0.6	0.4	0.0	0.5
FN deposition inh	5	-14	x	17	-10	3	x	x	4	2
S100A4 MyoIIA	3	-2	5	4	x	-4	12	23	-7	-4
RAD54 inh	x	x	6	2	x	-8	-5	x	-3	-9
esBAF inh	x	x	-3	-3	-4	-5	7	x	14	-22

#21 COc1ccccc1C(=O)NC(=O)COc1cc(Cl)ccc1Cl
#22 Cc1ccc(/C=C2\SC(=S)N(CCC(=O)Nc3cccnc3)C2=O)cc1
#23 CC1=NN(C(N)=S)C(=O)C1N=Nc1ccc(Cl)cc1 (stereo not given)
#24 CO[C@@H]1CN(C)C(=O)c2ccc(NS(=O)(=O)c3ccc(C)cc3)cc2OC[C@@H](C)N(C)C[C@@H]1C
#25 CCOc1ccc2nc(NC(=O)CSc3nc(SC)ns3)sc2c1
#26 CC(C)[C@H](NS(=O)(=O)c1ccc(Cl)cc1)C(=O)OCC(=O)c1c(N)n(C)c(=O)n(C)c1=O
#27 Cc1ccc(-c2csc3nc(SCC(N)=O)n(Cc4ccccc4)c(=O)c23)cc1
#28 CCC(=O)N(CC(C)C)C[C@@H]1[C@@H](c2ccccc2)[C@H](CO)N1C(=O)C1CCC1
#29 CCc1ccc(C(=O)N2CCCN(C)CC2)s1
#30 CO[C@@H]1CN(C)C(=O)c2ccc(NC(=O)c3ccc(F)cc3)cc2OC[C@H](C)N(C(=O)CN(C)C)C[C@@H]1C
assay / entry	21	22	23	24	25	26	27	28	29	30
E-selectin induc	x	1.1	x	0.2	x	-0.1	0.5	-0.2	0.9	0.0
RAD52 anneal inh	-9	-87	-9	22	-13	-19	-6	5	-2	x
EWS-Fli block	0	x	-76	1	-16	4	6	-14	x	0
Xi reactivation	0.0	0.0	0.0	0.3	x	0.1	0.2	0.2	-0.1	-0.1
FN deposition inh	x	x	-3	2	x	4	1	-12	-3	-4
S100A4 MyoIIA	1	-15	-1	55	0	1	-1	4	-15	x
RAD54 inh	x	-1	10	-8	6	6	7	-6	5	x
esBAF inh	x	x	28	-4	24	-8	4	2	-6	1

A draw from above in order of count of non-hydrogen atoms, ascending:
#23 CC1=NN(C(N)=S)C(=O)C1N=Nc1ccc(Cl)cc1 (stereo not given)
#22 Cc1ccc(/C=C2\SC(=S)N(CCC(=O)Nc3cccnc3)C2=O)cc1
#24 CO[C@@H]1CN(C)C(=O)c2ccc(NS(=O)(=O)c3ccc(C)cc3)cc2OC[C@@H](C)N(C)C[C@@H]1C
assay / entry	23	22	24
E-selectin induc	x	1.1	0.2
RAD52 anneal inh	-9	-87	22
EWS-Fli block	-76	x	1
Xi reactivation	0.0	0.0	0.3
FN deposition inh	-3	x	2
S100A4 MyoIIA	-1	-15	55
RAD54 inh	10	-1	-8
esBAF inh	28	x	-4

Other records
#31 COc1ccc(Br)cc1S(=O)(=O)NCc1ccccn1
#32 O=C(OCC(=O)N1CCCCC1)c1cccc(NS(=O)(=O)c2ccccc2)c1
#33 C=CCn1c(C)nc2c(cnn2-c2ccccc2)c1=O
#34 COCCN1C(=O)CSCC1(C)C(=O)Nc1c(C)cccc1C (stereo not given)
#35 COc1cccc(CNC(=O)C[C@H]2CC[C@H]3[C@H](COc4ccc(NS(=O)(=O)c5ccccc5F)cc4C(=O)N3C)O2)c1
#36 CO[C@@H]1CN(C)C(=O)c2ccc(NS(=O)(=O)CC(F)(F)F)cc2OC[C@@H](C)N(C(=O)c2ccc3c(c2)OCO3)C[C@H]1C
#37 Cc1ccc(CNC(=O)Cn2ccc3cc(S(=O)(=O)N4CCCCCC4)ccc32)cc1
#38 Cc1noc(C)c1S(=O)(=O)Nc1ccc2c(c1)CC(=O)N([C@@H](C)CO)C[C@H](C)[C@H](CN(C)CC1CC1)O2
#39 CCn1nc(C)cc1C(=O)N1CCCC(N2CCN(Cc3ccc4c(c3)OCO4)CC2)C1 (stereo not given)
#40 COc1ccc2oc(C(=O)OCC(=O)N(CCC#N)c3ccccc3)c(C)c2c1
assay / entry	31	32	33	34	35	36	37	38	39	40
E-selectin induc	0.2	-2.3	x	-7.6	0.2	3.6	0.1	0.0	-0.2	-0.2
RAD52 anneal inh	1	0	-2	-5	27	4	6	8	1	-10
EWS-Fli block	-9	-1	-20	1	-5	-31	x	1	x	-1
Xi reactivation	0.0	-0.1	0.2	0.0	0.0	-0.4	0.0	0.1	0.1	0.1
FN deposition inh	4	-5	1	x	2	-4	5	x	4	-4
S100A4 MyoIIA	-5	-6	-6	-6	11	-11	-2	6	2	-4
RAD54 inh	-8	-2	-3	x	-1	-11	-1	4	-3	3
esBAF inh	-3	5	12	x	0	25	10	3	-4	x

A few values from the results shown.
#40 in RAD52 anneal inh shows -10
#37 in esBAF inh shows 10

Later entries.
#41 COc1cccc(C(=O)NCC(=O)OCC(=O)C(C)(C)C)c1
#42 CCNC(=S)N(CCc1ccc(S(N)(=O)=O)cc1)C1CC(=O)N(c2ccccc2)C1=O (stereo not given)
#43 CC1=C(C(=O)OC(C)C)C(c2cccc(F)c2)n2ncnc2N1 (stereo not given)
#44 COc1ccc(-c2cnc3c(c2)C(=O)N([C@H](C)CO)C[C@H](C)[C@H](CN(C)C(=O)C2CCCCC2)O3)cc1
#45 CCc1nnc(SCC(=O)Nc2ccccc2Cl)nc1CC
#46 C[C@@H]1CCCCO[C@@H](CN(C)C(=O)CCC(F)(F)F)[C@@H](C)CN([C@H](C)CO)C(=O)c2cc(NS(=O)(=O)c3ccc(Cl)cc3)ccc2O1
#47 Cc1cccc(NC(=O)c2ccccc2NC(=O)c2ccccc2)n1
#48 COc1ccc(N/C=C2\C(=O)c3c(sc(C)c3C)N(C)S2(=O)=O)cc1
#49 Cc1cccc(C(=O)N(C)c2nnc(-c3ccncc3)s2)c1
#50 COCC#Cc1cnc2c(c1)C(=O)N([C@@H](C)CO)C[C@@H](C)[C@@H](CN(C)C(=O)Cc1ccncc1)O2
#51 COc1ccc2c3c([nH]c2c1)[C@H](CO)N(C(=O)c1ccccc1)CC31CCN(C(=O)NC(C)C)CC1
#52 C/C=C/c1ccc([C@H]2[C@H]3CN(C(=O)Nc4ccc(OC)cc4)CCCCN3[C@H]2CO)cc1
assay / entry	41	42	43	44	45	46	47	48	49	50	51	52
E-selectin induc	0.0	x	x	0.2	x	1.5	0.0	0.8	x	-0.1	-0.6	-0.2
RAD52 anneal inh	-7	-3	1	x	-1	5	-9	-14	0	-57	-5	-23
EWS-Fli block	10	4	6	-4	-4	x	7	1	x	2	3	-15
Xi reactivation	0.0	0.1	0.0	-1.3	0.1	0.4	0.1	0.0	x	-0.5	0.0	0.2
FN deposition inh	7	3	-1	x	x	-2	1	-3	-6	6	x	x
S100A4 MyoIIA	-4	-7	4	x	3	0	-4	-6	-1	-25	4	10
RAD54 inh	2	x	-21	x	x	4	x	-11	-5	5	x	4
esBAF inh	x	x	2	-2	x	-8	-4	-15	x	-4	x	x
